# Compound activity from PubChem BioAssay.
# CHRM1 PAM = human CHRM1 positive allosteric modulation. CHO-K1 hM1, Fluo-8 calcium fluorescence, ACh EC20; 0% = ACh EC20, 100% = maximal ACh. actives 0.088% (n = 360,000). activation, % at 3 µM. P11229. AID 588819; in the data active means activation above about 19%, passing the limit was not always enough
# Target sequence (P11229 whole entry, looked up): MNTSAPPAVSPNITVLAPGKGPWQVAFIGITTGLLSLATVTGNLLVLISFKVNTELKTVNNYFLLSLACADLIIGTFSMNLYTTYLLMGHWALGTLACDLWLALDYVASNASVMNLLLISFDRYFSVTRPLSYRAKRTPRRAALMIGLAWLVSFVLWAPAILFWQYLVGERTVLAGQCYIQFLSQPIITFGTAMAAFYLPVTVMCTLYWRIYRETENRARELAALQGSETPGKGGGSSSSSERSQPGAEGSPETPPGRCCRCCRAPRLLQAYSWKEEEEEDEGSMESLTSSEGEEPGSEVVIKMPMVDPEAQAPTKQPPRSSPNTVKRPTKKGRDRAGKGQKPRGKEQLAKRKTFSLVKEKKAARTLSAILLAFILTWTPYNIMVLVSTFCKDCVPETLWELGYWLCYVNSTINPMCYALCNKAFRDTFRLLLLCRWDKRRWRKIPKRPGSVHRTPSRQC
# TAAR1 ag = human TAAR1 agonism | actives 0.99% (n = 360,000) | Q96RJ0 | activation, % at 3 µM | CHO RD-HGA16 TAAR1, Fluo-8 calcium fluorescence; vehicle wells 0%, saturating PEA agonist 100% | AID 624467;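 active means activation above the mean activation of all test compounds in the run plus 3 SD, cut at about 38% in these data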
# Target sequence (Q96RJ0 whole entry, looked up): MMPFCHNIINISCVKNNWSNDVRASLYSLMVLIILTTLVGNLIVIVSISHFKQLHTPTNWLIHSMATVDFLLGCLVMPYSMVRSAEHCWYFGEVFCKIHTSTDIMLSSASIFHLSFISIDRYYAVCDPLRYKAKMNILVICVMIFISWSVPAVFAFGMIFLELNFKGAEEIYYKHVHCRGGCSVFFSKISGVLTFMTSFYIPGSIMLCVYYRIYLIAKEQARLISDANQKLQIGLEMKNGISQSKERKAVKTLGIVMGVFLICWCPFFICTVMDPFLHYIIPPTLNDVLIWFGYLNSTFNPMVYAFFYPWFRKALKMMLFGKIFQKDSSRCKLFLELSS
#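 Signal – calcium-sensitive Fluo-8 signal, excitation 470-495, emission 515-575 nm · System – RD-HGA16 (CHO) cells co-expressing Gα16 and hTAAR1 · Incubation – 17-24 h seeding, 75 min 37 °C dye, 30 min RT · Compound dosing – 3 µM single concentration · Repeats – no replicates (n 1)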
# CHO-K1 Ca ag = counter-screen for M1 agonists: effect in parental CHO-K1 cells; Fluo-8 calcium fluorescence; scaled to maximal ATP response, vehicle zero; activation, % at 3 µM; actives 0.48% (n = 360,000); in the data active means activation above about 15%;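 further: untransfected CHO-K1 host cells lacking M1 receptor as counterscreen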
# CHRM1 antagonist = human CHRM1 antagonism; CHO-K1 hM1, Fluo-8 calcium fluorescence, ACh EC80 antagonist; actives 1.3% (n = 360,000); inhibition, % at 3 µM;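 active means percent inhibition above its own plate's cutoff, namely the mean of that plate's compound wells plus 3 SD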;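 further: peak over basal fluorescence ratio during 140 s after agonist addition; 0% = ACh EC80 plus DMSO and 100% = DMSO alone without agonist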
# CHO-K1 Ca antag = nonselective inhibitor or artifact in parental CHO-K1 cells; inhibition, % at 3 µM; ATP-induced calcium, Fluo-8 fluorescence; actives 0.6% (n = 360,000);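 active means inhibition above a per-plate cutoff, the plate's mean sample inhibition plus 3 SD, cut at about 24% in these data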;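 further: 0% = DMSO plus EC80 ATP and 100% = DMSO alone without ATP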
# M1 PAM parental = nonselective activator or artifact in parental CHO-K1 calcium assay. actives 0.02% (n = 360,000). activation, % at 3 µM. AID 602247. ATP EC20, Fluo-8 calcium fluorescence; 0% at ATP EC20, 100% at ATP max;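 active means activation above the run cutoff, the mean activation of all test compounds plus 3 SD, cut at about 40% in these data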;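 further: peak over basal fluorescence ratio in a 140 s read after ATP addition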
# CHRM1 agonist = human M1 muscarinic receptor agonism; P11229; CHO-K1 hM1, Fluo-8 calcium fluorescence, agonist mode; 0% DMSO, 100% acetylcholine EC100; activation, % at 3 µM; actives 0.33% (n = 360,000);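 active means activation above the run's mean compound activation plus 3 SD, cut at about 16% in these data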;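 further: peak over basal fluorescence ratio within a 140 s kinetic read after compound addition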
# TAAR1 antagonist = human TAAR1 antagonism. Q96RJ0. CHO RD-HGA16 TAAR1, Fluo-8 calcium fluorescence, antagonist. actives 1.5% (n = 360,000). inhibition, % at 3 µM;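 active means inhibition above a per-plate cutoff, the mean inhibition of test compounds on that plate plus 3 SD, cut at about 49% in these data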;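 further: 0% = DMSO plus EC80 beta-PEA response and 100% = DMSO alone without agonist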
#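 System: CHO RD-HGA16 cells bearing hTAAR1. Reagent: EC80 β-phenethylamine stimulus. Schedule: seeding 17-24 h prior, 75-min 37 °C, 30-min RT dye loading. Signal: Fluo-8 intracellular calcium dye fluorescence, real-time kinetic reads. Read-out: % inhibition from peak post-agonist over basal fluorescence ratio. Benchmarks: vehicle wells and EC80 agonist wells. Replicates: n of 1.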
# CHO parental Ca = counter-screen: ATP calcium response change in parental CHO cells | inhibition, % at 5.6 µM | AID 463079 | actives 0.63% (n = 330,000) | parental CHO-K1, ATP-induced calcium, Fluo-8 fluorescence;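 active means inhibition above that plate's mean sample inhibition plus 3 SD, cut at about 26% in these data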;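 further: 0% = ATP-challenged DMSO wells and 100% = DMSO wells without ATP; some compounds past the cut are filed as inactive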
#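 test system = CHO parental line | reagent = ATP stimulus | measured by = intracellular calcium via Fluo-8 no-wash fluorescent dye | control set = ATP and no-ATP DMSO wells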
# * = called active by the depositor; / = no result given.
# Order of results – CHO-K1 Ca ag	TAAR1 antagonist	CHRM1 antagonist	TAAR1 ag	CHRM1 PAM	CHRM1 agonist	M1 PAM parental	CHO parental Ca	CHO-K1 Ca antag
- CCN1CCCC1CNC(=O)c1cc2c(OC)c(OC)c(OC)cc2[nH]1 (stereo not given)
  1.0	-11	-7	1	3	-7	8	1	-8
- O=C(O)c1ccc(/C=N/NC(=O)c2cc3c(ccc4ccccc43)o2)cc1
  0.2	9	11	0	-4	0	-4	5	-6
- C[C@@H]1CN([C@@H](C)CO)C(=O)c2cc(/C=C/c3ccccc3)cnc2O[C@@H]1CN(C)S(=O)(=O)c1ccc(F)cc1
  0.0	-5	11	1	-6	-1	8	/	5
- CCOC(=O)CNC(=O)CSc1nnc(-c2ccncc2)n1-c1ccc(Cl)cc1
  0.9	14	-5	10	11	-5	23	-8	-13
- C/C(CCc1ccccc1)=N\NC(=O)c1ccccc1[N+](=O)[O-]
  0.5	-1	-11	1	6	-6	14	-2	-12
- Cc1nc(Nc2ccccc2)sc1C(=O)c1ccccc1
  -0.1	-38	-3	0	-1	-4	-9	-19	-3
- COc1ccccc1NS(=O)(=O)c1cc(C(=O)NCCCN2CCCC2=O)ccc1C
  0.8	16	3	2	0	-5	12	/	-11
- O=C1c2ccccc2C(=O)N1C1C=CC=CC=C1
  1.5	-17	-10	0	10	-4	19	/	-13
- CC1CN(S(=O)(=O)c2ccc(C(=O)Nc3nnc(-c4ccccn4)o3)cc2)CC(C)O1 (stereo not given)
  0.1	-4	-5	0	7	-4	9	-3	8
- Cc1cc(Nc2ccccc2O)c2ccccc2n1
  3.9	23	-6	0	8	-11	13	-12	-8
- O=C(C1=C[C@H](c2ccc(Br)cc2)C[C@H](OCc2ccc(CO)cc2)O1)N1CCN(Cc2ccc3c(c2)OCO3)CC1
  -0.4	21	16	11	-6	-5	-6	-16	7
- CCCc1ccc(-c2cc(NC(=O)CSc3nnc(N)s3)n(-c3ccccc3)n2)cc1
  1.8	34	3	12	3	3	21	-1	-6
- COCCCNC(=O)c1c(F)c(F)c(F)c(F)c1F
  3.2	5	2	6	2	-1	-2	-7	16
- CCCCCCCCCCSc1n[nH]c(NC(C)=O)n1
  0.8	-10	-4	0	7	-6	20	5	-10
- COc1ccc(NC(=O)COC(=O)C2CC(=O)N(CCc3ccc(OC)c(OC)c3)C2)cc1Cl (stereo not given)
  1.0	5	-17	9	10	-2	13	-15	-17
- Cc1sc2ncnc(N/N=C/c3ccc(O)cc3)c2c1C
  3.7	5	0	7	0	-2	13	-7	-4
- CC(C)(C)N(Cc1ccccc1)C(=O)COC(=O)C1CCN(c2ccc(C(F)(F)F)cn2)CC1
  0.4	5	15	2	-14	-6	25	-30	3
- COc1ccc(N(C(=O)c2ccc(C)cc2)S(=O)(=O)c2cccs2)cc1
  0.2	-1	-7	2	1	-7	14	-11	-2
- CC(=O)N(CCCc1ccc(C(C)(C)C)cc1)CCCN(C)C
  4.3	-1	8	4	2	-10	11	-11	-19
- Cc1cccc(CC(=O)Nc2sc(C(C)C)cc2C(=O)N2CCOCC2)c1
  0.6	-38	-9	3	11	0	6	-19	-4

# Exported as tab-separated lines: twelve of the compounds above.
compound	CHO-K1 Ca ag	TAAR1 antagonist	CHRM1 antagonist	TAAR1 ag	CHRM1 PAM	CHRM1 agonist	M1 PAM parental	CHO parental Ca	CHO-K1 Ca antag
CC1CN(S(=O)(=O)c2ccc(C(=O)Nc3nnc(-c4ccccn4)o3)cc2)CC(C)O1 (stereo not given)	0.1	-4	-5	0	7	-4	9	-3	8
Cc1cc(Nc2ccccc2O)c2ccccc2n1	3.9	23	-6	0	8	-11	13	-12	-8
O=C(C1=C[C@H](c2ccc(Br)cc2)C[C@H](OCc2ccc(CO)cc2)O1)N1CCN(Cc2ccc3c(c2)OCO3)CC1	-0.4	21	16	11	-6	-5	-6	-16	7
CCCc1ccc(-c2cc(NC(=O)CSc3nnc(N)s3)n(-c3ccccc3)n2)cc1	1.8	34	3	12	3	3	21	-1	-6
COCCCNC(=O)c1c(F)c(F)c(F)c(F)c1F	3.2	5	2	6	2	-1	-2	-7	16
CCCCCCCCCCSc1n[nH]c(NC(C)=O)n1	0.8	-10	-4	0	7	-6	20	5	-10
COc1ccc(NC(=O)COC(=O)C2CC(=O)N(CCc3ccc(OC)c(OC)c3)C2)cc1Cl (stereo not given)	1.0	5	-17	9	10	-2	13	-15	-17
Cc1sc2ncnc(N/N=C/c3ccc(O)cc3)c2c1C	3.7	5	0	7	0	-2	13	-7	-4
CC(C)(C)N(Cc1ccccc1)C(=O)COC(=O)C1CCN(c2ccc(C(F)(F)F)cn2)CC1	0.4	5	15	2	-14	-6	25	-30	3
COc1ccc(N(C(=O)c2ccc(C)cc2)S(=O)(=O)c2cccs2)cc1	0.2	-1	-7	2	1	-7	14	-11	-2
CC(=O)N(CCCc1ccc(C(C)(C)C)cc1)CCCN(C)C	4.3	-1	8	4	2	-10	11	-11	-19
Cc1cccc(CC(=O)Nc2sc(C(C)C)cc2C(=O)N2CCOCC2)c1	0.6	-38	-9	3	11	0	6	-19	-4

# Other entries follow.
# Order of results – CHO-K1 Ca ag	TAAR1 antagonist	CHRM1 antagonist	TAAR1 ag	CHRM1 PAM	CHRM1 agonist	M1 PAM parental	CHO parental Ca	CHO-K1 Ca antag
- CC(=O)c1ccc(NC(=O)CN2C(=O)COc3ccc(S(=O)(=O)N4CCCC4)cc32)cc1
  -0.1	-3	-2	1	-4	-8	-13	-10	-13
- O=C1CN(C(=O)N[C@@H](Cc2ccccc2)C(=O)N[C@@H](C(=O)O)c2ccccc2)c2ccccc2N1
  0.1	-2	-9	1	10	-2	-13	-17	2
- CCCCn1nnnc1SCC(=O)N1CCCC1
  0.0	-19	-13	16	10	-3	16	-9	-13
- Cc1cc(C)cc(OCc2nnc(N)s2)c1
  0.1	-3	-5	-1	19	0	15	-2	-3
- O=C(Cn1c(=S)[nH]c2ccccc2c1=O)N1CCc2ccccc2C1
  0.4	2	-7	33	7	-1	7	-19	-3
- COc1ccc(-c2cc(N3CCN(CCO)CC3)n3nccc3n2)cc1
  0.0	-18	-8	2	1	-3	14	/	-11
- O=C(/C=C/c1cccc(Cl)c1)OCc1cn2cc(Cl)ccc2n1
  6.1	0	-2	4	0	-7	29	-24	-6
- COc1cccc(N2CCN(C(=O)Nc3ccc4c(c3)NC(=O)CO4)CC2)c1
  2.6	12	-1	13	1	-3	13	4	0
- COc1ccc(CCNC(=O)C2=COCCO2)cc1
  0.4	10	-3	8	2	-1	14	10	-10
- CCn1c(C)nc2cc(S(N)(=O)=O)ccc21
  0.4	7	-7	7	7	-4	1	-16	-6
- CN1CCN(C2CN(Cc3cn(Cc4cccc(C(F)(F)F)c4)nn3)S(=O)(=O)C2)CC1 (stereo not given)
  -0.4	-8	/	1	/	/	6	/	-14
- CN1CCC(=NOc2ccc([N+](=O)[O-])cc2)CC1
  0.3	11	6	13	-5	-10	-2	-5	1
- Cc1cccc(N2C(=O)/C(=C/c3ccccn3)SC2=S)c1
  1.3	-15	-14	2	10	-3	18	-9	-9
- CCn1c(=O)c2c(nc3n2CCN3c2ccccc2)n(C)c1=O
  0.1	-13	5	0	0	-3	-11	-13	12
- CCOC(=O)c1ccc(S(=O)(=O)N(CCO)Cc2cc3cc(OC)c(OC)cc3[nH]c2=O)cc1
  -0.1	-18	-2	6	6	-4	13	-10	-10
- CCOC(=O)c1nc(NNC(C)=O)sc1C
  0.4	-25	4	7	-2	0	10	-5	-7
- COC(=O)/C=C1\SC(=NC(=O)c2cccc([N+](=O)[O-])c2)NC1=O
  1.0	-5	-15	0	10	-3	5	0	-15
- Oc1ccc(/C=N/NC2=NCCCCC2)c(O)c1
  0.6	7	-3	4	1	-7	23	-7	-11
- CCc1cc2ccc(OC)cc2nc1SCC(=O)NNC(C)=O
  0.3	-22	-5	0	7	-4	15	-9	-14
- COc1ccc(C2=NOC3(CC(=O)N(c4ccc5ccccc5c4)C3=O)C2)c(OC)c1 (stereo not given)
  0.5	-10	-8	4	7	-3	33	-1	-14
- COc1cc(/C=N/NC(N)=S)ccc1OCC(=O)Nc1ccc(C)c(C)c1
  2.8	41	-2	29	2	-2	6	30	3
- CCC(C(=O)NNC(=O)c1cnccn1)c1ccccc1 (stereo not given)
  0.2	-15	8	0	-3	-4	12	1	-3
- N#Cc1ccc(-c2nc3ccccc3nc2-c2ccccc2)cc1C#N
  0.6	-6	-6	1	2	-8	25	-9	-19
- CC(C)NC(=S)N/N=C/c1c[nH]c2ccccc12
  0.9	34	10	0	-11	-1	8	-1	-3
- COc1ccccc1NC(=O)COc1cc(C)nc(C(C)C)n1
  -0.1	1	5	7	-5	-3	9	-12	-9
- CCOC(=O)c1sc2c(c1C)c(=O)n(CCO)c(=O)n2Cc1ccccc1
  0.5	1	-5	3	0	-9	0	-16	-11
- CCOC(=O)c1oc2c(CN3CCN(C)CC3)c(O)c(CC)cc2c(=O)c1-c1nc2ccccc2s1
  0.4	-1	-11	1	5	-3	4	/	1
- CC(C)CN(CC(C)C)S(=O)(=O)N1CCC(C(=O)NCc2ccc(F)cc2)CC1
  2.6	31	0	6	-3	-6	8	-5	-15
- CCCCCc1nnc(NC(=O)C(=O)OCC)s1
  0.8	-7	-2	11	4	-5	25	-4	-18
- Cc1cc(-c2nnc(-c3cccc(Cl)c3)o2)no1
  18*	-7	-9	0	13	6	13	-3	2
- Cn1c(O)c(/C=N/NC(=O)c2cc3ccccc3cc2O)c2ccccc21
  7.1	18	7	10	-6	9	14	-16	-6
- Cc1ccc(Cc2cnc(NC(=O)/C(C#N)=C/c3ccc(-c4cccc([N+](=O)[O-])c4)o3)s2)cc1
  4.2	11	-15	11	-1	-2	18	0	-6
- CN(Cc1ccccc1)C(=O)COC(=O)Cn1cnc2ccccc21
  0.6	-13	-4	0	3	-3	-2	-14	3
- N/C(=N\OC(=O)COc1ccccc1)c1ccccn1
  -0.2	-2	-2	1	0	-4	-8	-2	9
- O=c1[nH]c2cccnc2c2ccsc12
  -0.2	8	-6	5	0	-2	13	2	0
- CCOC(=O)C1(Cc2cccc(OC)c2)CCN(C/C=C/c2ccc(OC)cc2)CC1
  4.2	17	33*	20	-30	-13	-13	12	20
- COc1ccc(/C=c2/sc3nc(-c4ccccc4)c(-c4ccccc4)n3c2=O)cc1
  0.0	-5	-3	0	2	-5	-1	-4	-2
- CC(C)(O)C1=NOC(c2ccccc2)C1 (stereo not given)
  0.4	-3	-15	18	15	-2	17	-6	-5

# Hits appear at their usual frequency; 4.4% or so of the library scored in one or more.
